CHRM5 PAM: positive allosteric modulators of human muscarinic M5 receptor | AID 624038 | CHO-K1 hM5, Fluo-8 calcium, ACh EC20 PAM; 0% = ACh EC20, 100% = ACh EC100 | activation, % at 3 µM | 360,000 tested, 0.3% active;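 active = activation above the run cutoff, the mean activation of all test compounds plus 3 SD, cut at about 18% in these data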
Target sequence (P08912 whole entry, looked up): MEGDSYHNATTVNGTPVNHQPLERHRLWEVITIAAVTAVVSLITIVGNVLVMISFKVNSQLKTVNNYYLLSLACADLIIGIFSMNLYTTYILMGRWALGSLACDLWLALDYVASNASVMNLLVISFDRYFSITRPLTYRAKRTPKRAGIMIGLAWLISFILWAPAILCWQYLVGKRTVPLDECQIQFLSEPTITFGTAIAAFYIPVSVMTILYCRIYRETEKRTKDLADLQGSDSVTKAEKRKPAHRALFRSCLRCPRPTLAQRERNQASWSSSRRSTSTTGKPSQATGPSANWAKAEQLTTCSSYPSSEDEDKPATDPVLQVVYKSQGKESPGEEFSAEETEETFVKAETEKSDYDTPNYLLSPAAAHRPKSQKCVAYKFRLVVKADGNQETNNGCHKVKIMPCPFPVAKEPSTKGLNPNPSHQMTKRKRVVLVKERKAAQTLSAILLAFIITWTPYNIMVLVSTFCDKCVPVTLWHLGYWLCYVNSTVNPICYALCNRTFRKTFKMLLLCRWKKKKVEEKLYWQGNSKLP
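Probe or stimulus: acetylcholine, EC20 level; Assay system: human M5 receptor in CHO-K1 cells; Schedule: compound preincubation 140 s before EC20 acetylcholine addition; Technique: intracellular calcium via Fluo-8 fluorescence; Dosing: single-point, 3 µM nominal; Read-out basis: percent activation from peak-over-basal fluorescence ratio, scaled EC20-to-EC100 acetylcholine; Repeats: one well per compound, no replicates.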
M5 antag: blocks acetylcholine activation of human M5 receptor | inhibition, % at 3 µM | AID 624040 | 360,000 tested, 0.59% active | CHO-hM5 cells, Fluo-8 calcium fluorescence, ACh EC80 | P08912;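 active = inhibition above a per-plate cutoff, the mean of that plate's test compounds plus 3 SD, cut at about 27% in these data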;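 note: 0% = acetylcholine EC80 with DMSO and 100% = DMSO without agonist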
M5 ag: agonists of human muscarinic M5 receptor (CHRM5). CHO-K1 hM5 cells, Fluo-8 calcium fluorescence; 0% DMSO wells, 100% maximal acetylcholine response. 360,000 tested, 0.19% active. activation, % at 3 µM;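 active = activation above the run's mean over test compounds plus 3 SD, cut at about 23% in these data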;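 note: signal is peak over basal fluorescence ratio across the kinetic read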
M4 antag: CHRM4 antagonism in calcium assay | 360,000 tested, 0.73% active | CHO-hM4 cells, ACh EC80, Fluo-8 calcium fluorescence | inhibition, % at 3 µM | P08173;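 active = inhibition above its plate's cutoff, the mean inhibition of sample wells plus 3 SD, cut at about 27% in these data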;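 note: 0% = acetylcholine EC80 with DMSO and 100% = DMSO without agonist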
CHRM4 agonist: CHRM4 agonism in calcium assay; P08173; CHO-K1 hM4/Gqi5, Fluo-8 calcium fluorescence; vehicle 0%, full acetylcholine response 100%; activation, % at 3 µM; 360,000 tested, 0.14% active; AID 624127;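 active = activation above the run mean over all test wells plus 3 SD, cut at about 32% in these data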;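 note: peak over basal fluorescence ratio per well then scaled between controls; 0% = DMSO wells and 100% = acetylcholine at EC100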
M1 antag: antagonists of human M1 muscarinic receptor; P11229; CHO-K1 hM1, Fluo-8 calcium fluorescence, ACh EC80 antagonist; inhibition, % at 3 µM; 360,000 tested, 1.3% active; AID 588852;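 active = percent inhibition above its own plate's cutoff, namely the mean of that plate's compound wells plus 3 SD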;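 note: peak over basal fluorescence ratio during 140 s after agonist addition; 0% = ACh EC80 plus DMSO and 100% = DMSO alone without agonist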
Target sequence (P11229 whole entry, looked up): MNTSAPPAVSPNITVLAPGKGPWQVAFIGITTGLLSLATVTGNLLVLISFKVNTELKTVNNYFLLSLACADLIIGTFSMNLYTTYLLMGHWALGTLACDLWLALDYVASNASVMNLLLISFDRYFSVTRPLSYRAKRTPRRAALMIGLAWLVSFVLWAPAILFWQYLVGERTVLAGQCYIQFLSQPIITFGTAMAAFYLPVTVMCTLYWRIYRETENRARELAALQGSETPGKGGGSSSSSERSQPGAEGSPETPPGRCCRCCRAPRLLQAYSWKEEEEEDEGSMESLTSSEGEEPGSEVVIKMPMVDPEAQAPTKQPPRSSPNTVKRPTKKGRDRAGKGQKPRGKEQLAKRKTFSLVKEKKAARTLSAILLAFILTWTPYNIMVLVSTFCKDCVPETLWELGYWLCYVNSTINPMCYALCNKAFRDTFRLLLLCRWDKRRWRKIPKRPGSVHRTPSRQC
CRFR2-BP ag: agonists of human CRF-binding protein/CRF-R2 receptor complex | HEK293 CRF-R2/CRF-BP, calcium dye fluorescence (FLIPR); percent of saturating CRF peptide response | activation, % at 13.2 µM | 350,000 tested, 0.46% active | AID 588473;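 active = activation of at least 50%, plus an integration ratio under a set limit after plate pattern correction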;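 note: plate controls were neutral control wells without compound for no effect and CRF at EC100 for full effect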
M1 PAM: human CHRM1 positive allosteric modulation; CHO-K1 hM1, Fluo-8 calcium fluorescence, ACh EC20; 0% = ACh EC20, 100% = maximal ACh; activation, % at 3 µM; 360,000 tested, 0.088% active; in the data active = activation above about 19%, passing the limit was not always enough
CHRM4 PAM: CHRM4 positive allosteric modulation. CHO-K1 hM4/Gqi5, Fluo-8 calcium fluorescence, ACh EC20; 0% = ACh EC20, 100% = maximal ACh. activation, % at 3 µM. 360,000 tested, 0.4% active. AID 624126;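 active = activation above its plate's cutoff, the mean activation of sample wells plus 3 SD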; note: some results filed as inactive read as strong as hits
* marks the source's active call; other numbers are inactive results; x = not tested or not shown.

SMILES	CHRM5 PAM	M5 antag	M5 ag	M4 antag	CHRM4 agonist	M1 antag	CRFR2-BP ag	M1 PAM	CHRM4 PAM
O=C(Cc1cccc(C(F)(F)F)c1)OCC(=O)N1CCN(S(=O)(=O)c2ccc(Cl)cc2)CC1	-8	11	3	-8	12	0	4.6	-3	-7
COc1ccc(-n2nc(C(=O)NCC(=O)N(C)Cc3ccccc3)c3ccccc3c2=O)c(OC)c1	0	14	-4	-1	1	-11	-0.1	12	2
CCOC(=O)C1(Cc2ccccc2C)CCCN(C(=O)c2ccccn2)C1 (centres undefined)	-1	9	-1	-2	4	-16	1.6	11	-1
CSc1ccc(CNCc2ccco2)cc1	6	-4	0	-9	1	-12	0.6	4	-1
Cc1ccc(NC(=O)CN(C)C(=O)Cc2ccc(Cl)cc2Cl)cc1	5	1	-4	-18	4	-24	-0.6	23	2
O=C(NCC(F)(F)F)c1ccc(S(=O)(=O)NCCc2ccc3c(c2)OCCO3)cc1	1	-3	9	0	10	-4	0.2	1	2
Cc1cc(Nc2ccc([N+](=O)[O-])cc2)c2ccccc2n1	-9	17	-4	10	2	10	0.3	-8	-3
Cc1ccc(C)c(NC(=O)CN(C)C(=O)c2ccc(S(=O)(=O)N3CCCCCC3)cc2)c1	1	3	0	-1	2	0	-0.9	1	-2
O=C(Nc1cc(S(=O)(=O)N2CCOCC2)ccc1N1CCOCC1)c1cccc(S(=O)(=O)N2CCCCC2)c1	-5	0	1	-10	0	-4	0.4	-1	-9
CCOC(=O)c1c(NC(=O)CNC2CCCc3ccccc32)sc(C(N)=O)c1C (centres undefined)	-7	-7	0	0	1	-8	0.5	7	3
COCCNC(=O)c1ccc2nc(Cc3ccc(OC)c(OC)c3)oc2c1	1	0	5	10	0	4	-0.3	0	-1
COc1ccc(Cl)cc1Cn1c(C)c(C(=O)NCc2ccc(C#N)cc2)sc1=O	-10	3	5	12	7	44*	x	-32	-16
Cc1ccc(NCC(=O)N/N=C\C(Br)=C\c2ccccc2)cc1	-2	-9	-1	4	2	-13	-1.0	6	0
O=C(Nc1ccccc1)N1CCc2ccccc2C1	-4	3	-8	7	0	7	-1.5	-4	5
CCOc1cc2sc(N3CCC(C(=O)NCCCN4CCCC4=O)CC3)nc2cc1Br	-5	7	-5	12	5	26	-0.4	-15	-6
COc1ccc(/C=C/C(=O)OC2CCCCC2CN(C)C)cc1 (centres undefined)	1	7	-7	12	2	16	-0.7	-5	0
CC#CCN1C=C(C(=O)OCC)C(C)N(Cc2ccc(Br)cc2)S1(=O)=O (centres undefined)	-3	-1	-1	9	0	11	2.3	-8	-11
O=C(CC1CCCCC1)NCc1ccc(Cl)cc1	-2	2	-3	0	-1	-15	-0.3	15	0
COC(=O)c1cc(OC)c(OC)cc1NC(=O)CC1CCCCC1	2	-8	-1	-13	-2	-6	-0.5	8	0
CC(CN1CCCCC1)OC(=O)c1ccco1 (centres undefined)	-2	9	-5	3	2	-1	1.5	11	-3
Cc1ccc(S(=O)(=O)N(CC(=O)Nc2cccc([N+](=O)[O-])c2)C2CCCCC2)cc1	-8	-3	-5	-5	3	-29	0.0	0	-1
O=S(=O)(Cc1ccccc1Cl)CC(O)COc1ccccc1Cl (centres undefined)	-6	1	-4	-2	4	11	-0.8	-4	3
O=C(COC(=O)c1cc[n+]([O-])cc1)Nc1ccc(F)c([N+](=O)[O-])c1	4	-4	-2	4	0	-9	2.0	13	11
O=C(CCC(=O)c1cccs1)Nc1ncccc1O	2	3	2	6	2	-3	2.4	7	4
CCOC(=O)N1CCN(CC(=O)Nc2cc(OCC)ccc2OCC)CC1	12	-9	-2	-10	4	-5	0.0	2	18
O=C(C=CC(=O)OC1CCCCC1)OC1CCCCC1	10	0	6	-1	0	-8	-0.1	3	2
CCOC(=O)CSc1ccc(C(=O)Nc2ccc(Cl)cc2)cn1	5	7	4	0	9	2	2.0	-7	5
O=C(CC(NC(=O)c1ccccc1Cl)c1ccccc1)NC1=NCCS1 (centres undefined)	0	3	4	0	2	-6	-3.0	6	-10
CCc1nc(N2CCC3(CC2)OCCO3)c2nnn(Cc3ccccc3)c2n1	6	-3	-2	-6	-1	-14	0.1	-1	11
COc1ccc2cc(-c3cc(C(=O)OCC(=O)Nc4c(C)n(C)n(-c5ccccc5)c4=O)c4ccccc4n3)ccc2c1	2	14	3	16	8	11	0.8	-6	5
Cc1cc2c(cc1C)NC(c1c(C)n(C)n(-c3ccccc3)c1=O)C1=C(CC(C)(C)CC1=O)N2 (centres undefined)	-2	7	-4	1	1	-23	63*	5	2
CCCCN(C)S(=O)(=O)c1c(C)[nH]c(=O)[nH]c1=O	-2	-4	2	8	1	-5	0.2	1	1
CC(C)CCn1c(SCC(N)=O)nc2c1c(=O)n(C)c(=O)n2C	4	1	1	-14	0	-17	0.3	12	6
COc1cc(/C=N/N(C)C)ccc1OC(=O)c1cccs1	1	5	-3	-7	2	-6	1.2	10	11
Cc1ccc(OCc2cc(C(=O)NCC(C)c3ccccc3)no2)cc1C (centres undefined)	1	8	-6	-6	2	-7	24	1	4
CCCNc1nc2c(c(=O)[nH]c(=O)n2C)n1CCC(C)C	2	-4	0	8	0	7	-4.1	-1	6
CCOC(=O)c1c(NC(=O)COC(=O)c2cc(OC)c(OC)cc2[N+](=O)[O-])sc(C)c1CC	7	2	-2	0	-1	-15	-0.5	13	9
CC1CCN(c2ccccc2NC(=O)c2ccc(Br)o2)CC1	1	16	-5	-6	-1	-12	3.4	6	3
O=C(Nc1ccc2oc(-c3ccccc3)nc2c1)c1ccccc1F	6	-3	-6	-6	6	-19	0.3	2	3
COC(=O)c1cccc(N2C(=O)C[C@](Sc3ccc(C)cc3)(C(=O)OC)[C@H]2c2ccccc2)c1	-16	5	-1	27*	16	x	x	x	-12
COc1ccc(Cn2c(O)cc(=O)[nH]c2=O)cc1	-1	3	-2	1	1	-4	3.4	5	0
CC(CC(C)C(=O)Nc1ccccc1C(C)(C)C)C(=O)O (centres undefined)	-1	9	-1	10	0	1	0.6	-6	2
COc1ccc(-c2cc(C(F)(F)F)nc(-n3ccnc3C)n2)cc1	6	-16	1	5	0	-8	-1.4	5	2
N=c1ccn(CC(=O)c2ccc(-c3ccccc3)cc2)cc1	-3	19	-13	-5	5	9	-0.1	-6	4
N#Cc1ccc(N/N=C/c2cn(-c3ccccc3)nc2-c2ccccc2)c([N+](=O)[O-])c1	6	0	-3	-1	1	-9	-1.6	9	11
COc1ccc(CNC(=O)COc2ccccc2C(=O)c2cnn(-c3ccccc3)c2)cc1OC	-21	14	1	4	16	5	-0.1	-3	0
C=CCN1C(=O)/C(=C2/Sc3ccc(OC)cc3N2CC)SC1=S	8	7	6	0	0	-4	68*	8	-1
O=Cc1c(-c2ccccc2)nc2ccccn12	4	9	-3	-14	0	-19	1.5	13	-5

Part of the list above with just M1 PAM and M4 antag.
SMILES	M1 PAM	M4 antag
Cc1ccc(C)c(NC(=O)CN(C)C(=O)c2ccc(S(=O)(=O)N3CCCCCC3)cc2)c1	1	-1
Cc1ccc(OCc2cc(C(=O)NCC(C)c3ccccc3)no2)cc1C (centres undefined)	1	-6
COc1ccc(/C=C/C(=O)OC2CCCCC2CN(C)C)cc1 (centres undefined)	-5	12
CC(C)CCn1c(SCC(N)=O)nc2c1c(=O)n(C)c(=O)n2C	12	-14
CC#CCN1C=C(C(=O)OCC)C(C)N(Cc2ccc(Br)cc2)S1(=O)=O (centres undefined)	-8	9

Reformatted: 2 of the compounds above.
Structure | CHRM5 PAM | M5 antag | M5 ag | M4 antag | CHRM4 agonist | M1 antag | CRFR2-BP ag | M1 PAM | CHRM4 PAM
CC(CC(C)C(=O)Nc1ccccc1C(C)(C)C)C(=O)O (centres undefined) | -1 | 9 | -1 | 10 | 0 | 1 | 0.6 | -6 | 2
COc1ccc(-c2cc(C(F)(F)F)nc(-n3ccnc3C)n2)cc1 | 6 | -16 | 1 | 5 | 0 | -8 | -1.4 | 5 | 2

Following part.
SMILES	CHRM5 PAM	M5 antag	M5 ag	M4 antag	CHRM4 agonist	M1 antag	CRFR2-BP ag	M1 PAM	CHRM4 PAM
Cc1ccc(CN2CCN(C3CCOCC3)CC2CCO)cc1 (centres undefined)	0	15	-6	-4	3	-16	1.0	10	7
CCOc1ccccc1CN1CCN(Cc2nc3ccccc3s2)CC1CCO (centres undefined)	5	-8	-6	4	4	2	-0.8	3	-2
CNC(=O)C1CCN(S(=O)(=O)c2c(C)noc2/C=C/N(C)C)CC1	1	-4	-1	-2	1	-16	1.4	12	4
COc1ccc(-c2noc(CN3CCC(Cc4ccccc4)CC3)n2)cc1	7	-4	0	6	-1	9	2.2	-6	-1
O=C(CCN1CCOCC1)N1CCCC(Nc2ccc(F)cc2)C1 (centres undefined)	-3	9	-5	-8	1	-3	-0.4	5	-3
CCOC(=O)NN1C(=O)c2ccccc2NC1C (centres undefined)	6	3	2	0	0	-3	-4.0	10	-1
O=C(O)c1cccnc1C(=O)c1ccccc1	2	8	0	-2	0	0	-0.1	2	-11
COc1ccc(C(C)(C)C)cc1NC(=O)CSc1ncn[nH]1	4	0	0	5	1	13	-0.4	-3	0
COCCNc1nc2ccccc2n1CC(=O)c1ccc(OC)c(OC)c1	12	4	4	-11	1	-15	0.0	5	-1
O=C(CN1CCCC1)Nc1sc2c(c1C(=O)Nc1ccc(Br)cc1)CCC2	7	-2	-3	6	1	-8	2.8	9	1
COc1ccccc1-c1cc(-c2cc(Cl)ccc2O)n[nH]1	1	-3	1	1	-1	-11	2.1	13	10
CCC(Cc1ccccc1)NC(=O)CCc1ccccc1 (centres undefined)	-2	-2	0	-4	1	-1	-0.4	0	-4
COc1ccccc1N(CC(=O)NCCSCc1ccccc1)S(=O)(=O)c1ccc(C)cc1	-1	7	2	10	2	16	1.8	-11	-9
CC1C(=O)N(Cc2cn(CC3CCCCC3)nn2)CCS(=O)(=O)N1Cc1ccc(-c2cccc(N(C)C)c2)cc1 (centres undefined)	-5	10	-1	3	3	-11	3.3	1	-5
Cc1cc(C)c2nc(SCC(=O)N(C)C3CCS(=O)(=O)C3)cc(C)c2c1 (centres undefined)	-2	-5	-1	-6	1	-9	-9.4	9	0
O=C(COC(=O)c1ccc(S(=O)(=O)N2CCc3ccccc3C2)cc1)NC(=O)NCc1ccco1	-1	-5	-4	0	2	1	3.2	-2	3
COc1ccc(-c2nc3c(c(SCC(=O)N4CCCC4)n2)COC(C)(C)C3)cc1	-3	2	-3	4	2	-15	-0.7	7	0
N/C(Cc1ccc([N+](=O)[O-])cc1)=N\OC(=O)COc1cccc2ccccc12	-3	-5	-4	-3	2	-6	0.1	-1	-9
CCOc1cc(C(=O)NCc2ccccc2)ccc1OCC(=O)N1CCOCC1	16	14	7	-11	4	8	-1.3	-3	9
CC1(C)CC(=O)C2=C(C1)N(N1CCOCC1)C(N)=C(C#N)C2c1cccnc1 (centres undefined)	7	-3	3	3	1	-4	-0.2	4	-1
Cc1ccc(C(=O)NNC(=O)CCOc2cccc(C)c2)cc1	7	-3	-3	-31	1	-1	-3.3	-1	7
c1ccc(-c2nc3c([nH]2)CCc2nonc2-3)cc1	-2	4	-1	5	1	-7	-4.4	10	2
CN(C(=O)CC1C(=O)NCCN1Cc1ccc2ccccc2c1)C1CCOCC1 (centres undefined)	5	-1	-3	0	1	-6	1.4	9	4
CCOC(=O)N=S(=O)(Oc1ccc([N+](=O)[O-])cc1)c1ccc(Cl)cc1 (centres undefined)	-13	5	-8	12	-3	1	-0.2	1	-2
O=C1NC(=O)/C(=C/c2ccc(-c3cccc([N+](=O)[O-])c3)o2)S1	1	3	2	7	1	-23	-7.9	17	-7
